Source: PubChem (National Center for Advancing Translational Sciences (NCATS))
TRb-SRC2 inh = qHTS for Inhibitors of the Interaction of Thyroid Hormone Receptor and Steroid Receptor Coregulator 2 | AID 1469, 2008 | Potency, µM (titrated, usually from 106 µM), without a hit: at the top dose activity change, negative = inhibition, most hits filed as inhibitors | TRbeta-SRC2 peptide binding, fluorescence polarization; receptor liganded with 1 µM T3 | Thyroid hormone receptor beta (Homo sapiens), P10828 | actives 0.065% (n = 280,000);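 further: potency means the concentration at half of the fitted maximal effect; plate controls were bound peptide for no effect and peptide without receptor for full effect; nearly all actives have a fitted effect of over 50% in size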
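A fluorescence polarization screen tested compounds at multiple concentrations against complex formation between 0.6 uM TRb ligand-binding domain and 20 nM Texas Red SRC2 peptide, with 1 uM T3 present; readout after 5 hr.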
Epigenetic derep = Quantitative High-Throughput Screen for Regulators of Epigenetic Control; murine LDR cells, GFP reporter derepression, 30 h; Potency, µM (titrated, usually from 53.9 µM), without a hit: top-dose GFP activation, actives largely listed as activators; actives 0.2% (n = 280,000); AID 1865, 2009; further: potency means the concentration at half of the fitted maximal effect; % of control where 0% means no effect; nearly all actives have a fitted effect of over 60% in size
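In this reporter-derepression format, murine cells bearing a silenced integrated CMV-GFP locus incubate with test compound (30 h, 37 C), then are washed and imaged; fluorescent objects of 20–120 um count as induced cells.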
Tau fibril FP = qHTS for Inhibitors of Tau Fibril Formation, Fluorescence Polarization. Microtubule-associated protein tau (Homo sapiens), P10636. K18 P301L tau heparin fibrillization, Alexa594 FP, 6 h. Potency, µM (titrated, usually from 57.7 µM), without a hit: top-dose activity, negative = inhibition, usual class: inhibitors. actives 0.39% (n = 280,000). AID 1468, 2008; further: potency means the concentration at half of the fitted maximal effect; on the % scale 0 is the no-effect control and ±100 the full control effect; nearly all actives have a fitted effect of over 55% in size
Target sequence (P10636 561-689 P618L limits assumed): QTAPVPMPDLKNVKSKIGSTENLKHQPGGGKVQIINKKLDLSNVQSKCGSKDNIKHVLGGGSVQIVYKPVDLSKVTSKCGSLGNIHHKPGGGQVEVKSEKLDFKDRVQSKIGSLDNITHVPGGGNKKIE
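Compound effects on tau fibrillization are measured by Alexa 594 fluorescence polarization (ex 555, em 632 nm). K18 P301L tau is used at 15 uM with 0.24 uM labeled tracer, and 20 uM heparin induces aggregation over 6 hr at 37 C.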
TR SRC2 fluor cs = Total Fluorescence Counterscreen for Inhibitors of the Interaction of Thyroid Hormone Receptor and Steroid Receptor Coregulator 2. AID 1479, 2009. TRb/SRC2 Texas Red total fluorescence interference. actives 0.29% (n = 280,000). Potency, µM (top dose mostly 106 µM), without a hit: at the top dose fluorescence change, negative = quenching; active means well fitted curve in either direction with a large enough effect; inconclusive means small, poorly fitted or top-dose-only effect; further: potency means the concentration at half of the fitted maximal effect; on the % scale 0 is the no-effect control and ±100 the full control effect
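Human TRβ ligand-binding domain (0.6 uM) and Texas Red SRC2 peptide (20 nM) in Tris buffer with 1 uM T3 and 5% DMSO were incubated with pinned compound for 5 hr at ambient temperature. Total fluorescence was computed as S + 2P (555/632 nm).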
NPSR antagonist = qHTS Assay for Antagonists of the Neuropeptide S Receptor: cAMP Signal Transduction. Q6W5P4. CHO-NPSR cells, cAMP TR-FRET, antagonist mode. Potency, µM (titrated, usually from 38.3 µM), for the others: at the top dose activity change, negative = inhibition, usual class: inhibitors. actives 1% (n = 220,000). AID 1461, 2008; further: potency means the concentration at half of the fitted maximal effect; on the % scale 0 is the no-effect control and ±100 the full control effect; nearly all actives have a fitted effect of over 50% in size; many of its hits are not listed in these tables
Target sequence (Q6W5P4 whole entry, looked up): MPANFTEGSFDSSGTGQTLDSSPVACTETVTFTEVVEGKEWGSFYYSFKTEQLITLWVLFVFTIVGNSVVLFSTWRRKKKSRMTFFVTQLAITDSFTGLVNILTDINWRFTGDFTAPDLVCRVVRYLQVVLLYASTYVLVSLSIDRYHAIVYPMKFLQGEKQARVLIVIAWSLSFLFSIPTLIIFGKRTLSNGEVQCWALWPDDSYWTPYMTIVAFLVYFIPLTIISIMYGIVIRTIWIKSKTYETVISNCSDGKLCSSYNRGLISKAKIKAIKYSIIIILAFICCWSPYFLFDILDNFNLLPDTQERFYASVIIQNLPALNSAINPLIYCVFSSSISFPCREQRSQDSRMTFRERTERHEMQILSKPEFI
Tau fluor counter = Counterscreen qHTS for Inhibitors of Tau Fibril Formation, Fluorescence Polarization; tau K18 P301L (four-repeat tau fragment) Alexa594 fluorescence, heparin fibrillization; Potency, µM (highest dose often 57.7 µM), inactives show top-dose activity change, negative = decrease; actives 0.93% (n = 280,000); further: potency means the concentration at half of the fitted maximal effect; on the % scale 0 is the no-effect control and ±100 the full control effect; nearly all actives have a fitted effect of over 55% in size
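Human K18 P301L tau (15 uM unlabeled plus 0.24 uM Alexa 594-labeled, final) in 100 mM sodium acetate pH 7 was mixed with compound and 20 uM heparin and incubated 6 hr at 37 C.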
CBFb RUNX1 block = qHTS Assay for Compounds Blocking the Interaction Between CBF-beta and RUNX1 for the Treatment of Acute Myeloid Leukemia; Runt-related transcription factor 1 (Homo sapiens) + Core-binding factor subunit beta …; AlphaScreen CBFb-His/RUNX1-biotin binding, biochemical; Potency, µM (highest dose often 59.8 µM), for the others: top-dose activity, negative = inhibition, hits mostly inhibitors; 230,000 tested, under 10 active; further: % of control where 0% means no effect
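AlphaScreen proximity signal reports loss of binding between His-tagged CBF-beta and biotin-labelled RUNX1, each at 30 nM. Proteins are pre-associated for 20 minutes, compounds added for 15 minutes, then beads for 90 minutes, all at ambient temperature.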
GLA spleen mod = qHTS Assay for Inhibitors and Activators of Human alpha-Galactosidase From Spleen Homogenate. Potency, µM (top dose mostly 80 µM), for the others: at the highest dose activity change, negative = inhibition, hits mostly inhibitors. Alpha-galactosidase A (Homo sapiens), P06280. human spleen homogenate, 4MU-alpha-Gal fluorescence, 40 min. actives 0.008% (n = 240,000);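 further: potency means the concentration at half of the fitted maximal effect; 0% = enzyme with vehicle and -100% = no enzyme basal signal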
Target sequence (P06280 32-429 limits assumed): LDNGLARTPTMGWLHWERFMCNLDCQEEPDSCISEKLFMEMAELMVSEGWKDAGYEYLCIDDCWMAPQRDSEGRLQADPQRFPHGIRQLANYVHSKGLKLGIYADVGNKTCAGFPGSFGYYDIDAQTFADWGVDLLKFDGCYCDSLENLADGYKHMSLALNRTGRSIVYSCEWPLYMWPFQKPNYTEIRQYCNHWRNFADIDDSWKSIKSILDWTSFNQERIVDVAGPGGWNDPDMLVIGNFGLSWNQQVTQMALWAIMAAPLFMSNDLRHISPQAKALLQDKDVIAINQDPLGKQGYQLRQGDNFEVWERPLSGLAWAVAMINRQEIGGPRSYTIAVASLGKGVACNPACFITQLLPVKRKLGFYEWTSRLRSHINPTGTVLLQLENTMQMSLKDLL
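Fluorogenic readout (Ex 365/Em 440 nm) of 4-methylumbelliferone released from 1 mM 4-MU-alpha-galactoside by spleen homogenate, 40 min at 37C, pH 5.0. Data normalized to no-enzyme and enzyme controls; Hill-equation AC50 from compound titrations.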
Active calls of the source: *; ? = inconclusive; / = not tested or not shown; & = joins results of further samples; [ ] = another dose, or the depositor's remark. Unless noted, the call rests on the fitted dose curve; in most records, active means well fitted curve in the direction sought with a large enough effect; inconclusive means small, poorly fitted or top-dose-only effect, or another doubt; inactive means no such curve, though single readings can be large; an effect the other way counts as inactive or inconclusive. Some of the compounds tested (hit frequency here may not be typical).

nr	molecule	TRb-SRC2 inh	Epigenetic derep	Tau fibril FP	TR SRC2 fluor cs	NPSR antagonist	Tau fluor counter	CBFb RUNX1 block	GLA spleen mod
1	CCOc1ccc(-c2nc(-c3ccc(OC)c(OC)c3)no2)cc1OCC	-18%	-1.1%	7%	-3%	-8%[46.1 µM]	-6%	-3%	-6%
2	C=CC[N+]1(CC#Cc2ccccc2)CCCC1	-1%	1.1%	-6%	-1%	5%	-2%	5%	4%
3	O=C(O)CCc1nc2cc(Cl)ccc2n(Cc2ccccc2)c1=O	-2%	3.4%	5%	-3%	-18%	-7%	5%	5%
4	C=C(C(C)=O)C(O)c1cccc(Br)c1 (stereo not given)	6%	-1.1%	0%	0%	/	-5%	10%	4%
5	CCN(Cc1ccccc1)C(=O)C1CCC(CNS(=O)(=O)c2ccc3c(c2)CCCC(=O)N3)CC1 (stereo not given)	6%	-2.4%	2%	0%	/	0%	/	/
6	CCc1nc2ccccc2c(C(=O)O)c1C	-8%	0.1%	-2%	0%	-2%[46.1 µM]	-4%	2%	-5%
7	COc1ccc(NC(=S)N2CCC(c3nc4ccccc4[nH]3)CC2)c(OC)c1	-2%	-0.9%	8%	-2%	14%[46.1 µM]	3%	4%	8%
8	O=C(NCC(=O)N(c1ccc2c(c1)OCO2)C(C(=O)NC1CCCC1)c1ccncc1)c1ccco1 (stereo not given)	-2%	0.0%	-7%	-1%	0%[46.1 µM]	-8%	?	9%
9	CC(C)CN1CCNC(=O)C1CC(=O)NCCc1cnn(-c2ccccc2)c1 (stereo not given)	-4%	-0.4%	4%	0%	-22%	10%	-2%	9%
10	CC1CCCCN1C/C=C/c1ccccc1[N+](=O)[O-] (stereo not given)	1%	-1.0%	0%	3%	0%[46.1 µM]	-1%	1%	13%
11	O=C(COc1ccccc1Cl)Nc1ccc(OCc2cc(=O)n3ccsc3n2)cc1	6%	9.3%	3%	0%	/	-10%	/	/
12	CCCC[C@H]1CCCO[C@@](C(=O)NCc2ccccn2)(C(F)(F)F)C1	-4%	/	/	-2%	/	/	9%	7%
13	COc1ccc(CNC(=O)c2ccc3c(=O)n(CCCN4CCCC4=O)c(=S)[nH]c3c2)cc1	2%	0.0%	?	-5%	-9%	-20%	-3%	0%
14	COc1ccc(-c2nc(NC(=O)c3[nH]c(C)c(C(C)=O)c3C)sc2C)cc1	7%	-2.8%	0%	-1%	-32%	?	-1%	1%
15	Cc1ccccc1NC(=O)c1ccccc1NC(=O)c1ccco1	0%	-2.1%	0%	2%	-14%[46.1 µM]	-2%	10%	6%
16	CCCCCC(=O)NNC(=O)c1ccc(-c2ccccc2)cc1	-18%	-0.9%	-2%	0%	-4%[46.1 µM]	-8%	1%	-11%
17	O=c1[nH]c2ccc([N+](=O)[O-])cc2nc1/C=C(\O)c1ccccc1	-4%	6.3µM*	-8%	-2%	5%	-19%	15%	2%
18	COc1ccc(S(=O)(=O)N2CCOCC2)cc1N=Nc1sc(N)nc1-c1ccccc1	2%	1.1%	?	-11%	-3%	?	?	-13%
19	O=C(CSc1nc2c([nH]c3ccccc32)c(=O)n1-c1cccc(Cl)c1)N1CCOCC1	-3%&4%	?	-13%&3%	-7%&5%	2%[46.1 µM]	-1%&-24%	-11%	-6%
20	CC(C)c1nc(SCC(=O)Nc2ccc(N(C)C)cc2)c2ccccc2n1	2%	-5.1%	3%	1%	-5%	8%	-1%	-16%
21	COc1cccc(NS(=O)(=O)c2ccc(S(=O)(=O)N3CCOCC3)cc2)c1	-6%	-1.2%	-5%	2%	6%[7.67 µM]	-25%	7%	9%
22	CCCCn1c(NCc2ccc(OC)cc2O)nc2ccccc21	-2%	-1.6%	14%	1%	/	?	/	/
23	Cc1nn(C)c(C)c1/C=N/NC(=O)c1csc2ccccc12	-10%	-0.9%	-4%	-3%	-9%[46.1 µM]	-16%	0%	0%
24	COc1ccc(CCNC(=O)Cn2cc(S(=O)(=O)Cc3ccc(F)cc3)c3ccccc32)cc1OC	1%	-1.2%	5%	5%	/	-27%	/	/
25	Cc1ccc(S(=O)(=O)NCCNC(=O)c2ccccc2)cc1	-4%	4.5%	3%	-5%	3%[46.1 µM]	2%	-4%	-1%

Ordered by molar mass (descending): some entries from above
nr	molecule	TRb-SRC2 inh	Epigenetic derep	Tau fibril FP	TR SRC2 fluor cs	NPSR antagonist	Tau fluor counter	CBFb RUNX1 block	GLA spleen mod
24	COc1ccc(CCNC(=O)Cn2cc(S(=O)(=O)Cc3ccc(F)cc3)c3ccccc32)cc1OC	1%	-1.2%	5%	5%	/	-27%	/	/
13	COc1ccc(CNC(=O)c2ccc3c(=O)n(CCCN4CCCC4=O)c(=S)[nH]c3c2)cc1	2%	0.0%	?	-5%	-9%	-20%	-3%	0%
7	COc1ccc(NC(=S)N2CCC(c3nc4ccccc4[nH]3)CC2)c(OC)c1	-2%	-0.9%	8%	-2%	14%[46.1 µM]	3%	4%	8%
17	O=c1[nH]c2ccc([N+](=O)[O-])cc2nc1/C=C(\O)c1ccccc1	-4%	6.3µM*	-8%	-2%	5%	-19%	15%	2%

Further records
nr	molecule	TRb-SRC2 inh	Epigenetic derep	Tau fibril FP	TR SRC2 fluor cs	NPSR antagonist	Tau fluor counter	CBFb RUNX1 block	GLA spleen mod
26	O=C(CCNS(=O)(=O)c1ccc2c(c1)CCC(=O)N2)NCc1cccnc1	3%	-1.1%	-1%	-5%	4%[46.1 µM]	-1%	3%	-9%
27	CC1(C)C2CCC1(C)C(NC(=O)CCN1CCCCC1)C2 (stereo not given)	-4%	-3.1%	5%	3%	-18%[46.1 µM]	3%	5%	-4%
28	CCOC(=O)CCSc1nc(C)c2ccccc2n1	-2%	0.0%	-2%	3%	-6%[46.1 µM]	-10%	9%	1%
29	Nc1ncncc1-c1ccc([N+](=O)[O-])cc1	-15%	-1.1%	7%	-1%	-8%[46.1 µM]	4%	2%	-19%
30	COc1cc(/C=C/c2ccc3cccc(OC)c3n2)c(OC(C)=O)c([N+](=O)[O-])c1	-9%	0.0%	?	-5%	?	?	-13%	-1%
31	CCCn1c(=O)c(C(=O)N/N=C/c2ccccc2F)c(O)c2ccccc21	-6%	3.8%	4%	0%	-13%	-4%	-1%	2%
32	O=C(Oc1ccc(OC(=O)C2CCC2)cc1)C1CCC1	-5%	1.0%	1%	-3%	8%	-5%	-5%	-14%
33	COc1cccc(C2OC(=O)c3ccccc3N2C(C)=O)c1OC(C)=O (stereo not given)	-3%	1.9%	7%	-1%	-3%[46.1 µM]	0%	6%	1%
34	Cc1ccc(C)c(N2CCN(C(=O)C3CCN(C(=O)c4cc5sccc5n4C)CC3)CC2)c1	2%	1.1%	-1%	-8%	/	-14%	/	/
35	CCN(C1CCS(=O)(=O)C1)S(=O)(=O)c1cccc([N+](=O)[O-])c1 (stereo not given)	-3%	8.7%	-5%	-1%	0%	-9%	9%	-9%
36	C/C(=N\NC(=O)c1ccccc1O)c1c(O)cc(C)oc1=O	-13%	-3.6%	10%	2%	-8%[46.1 µM]	-10%	-15%	-10%
37	Cc1cccc(OCCSc2cc(C)nc(N)n2)c1	3%	-2.4%	2%	-2%	-10%[46.1 µM]	-10%	8%	6%
38	Cn1c(=NC(=O)CN2C(=O)C3CC=CCC3C2=O)sc2ccccc21 (stereo not given)	0%	5.8%	-1%	-1%	-13%[46.1 µM]	-5%	-3%	1%
39	CCCCSCCCNC(=O)c1cc(-c2cccnc2)nc2ccc(S(=O)(=O)N3CCC(C)CC3)cc12	-4%	-1.1%	-2%	-1%	/	-5%	/	/
40	Cc1ccccc1C(=O)n1nc(-c2cccnc2)nc1NCc1ccc(F)cc1	0%	-1.9%	3%	?	/	-21%	/	/
41	COc1cc(/C=C/C(=O)OCC(=O)NC(=O)NC(C)C)ccc1OCC#N	3%	-1.8%	-9%	0%	9%	0%	-3%	12%
42	COc1ccc(C(=O)Nc2ccc3c(c2)OCO3)cc1OC	-13%	0.2%	0%	1%	1%[46.1 µM]	-9%	1%	8%
43	O=C(COC(=O)[C@@H]1CC(O)CN1S(=O)(=O)c1ccccc1[N+](=O)[O-])c1ccccc1 (stereo not given in full)	-6%	-0.3%	-7%	-1%	2%	3%	-4%	-15%
44	COc1ccc(-c2nc3ccc(C)cn3c2NCc2ccc3c(c2)OCO3)cc1	3%	11%	-1%	0%	-58%	-2%	-1%	4%
45	O=C1C2C3C=CC(C3)C2C(=O)N1c1n[nH]c(-c2ccccc2)n1 (stereo not given)	-10%	0.0%	7%	1%	-13%[46.1 µM]	-2%	-5%	-9%
46	C(=N\Nc1nc2ccccc2[nH]1)/c1ccc2ncccc2c1	11%	3.0%	?	-10%	-31%	?	6%	-1%
47	CCN1C(=O)/C(=C2\C=Cc3ccccc3N2CC)SC1=S	-7%	-1.1%	12%	0%	?	?	?	5%
48	Cc1cccc(NC(=O)c2nc[nH]c2C(=O)N[C@@H](CC(C)C)C(=O)OCc2ccccc2)c1	2%	?	25µM*	-3%	?	?	10%	-1%
49	CCOc1ccccc1-n1c(SCC(=O)NCc2ccco2)nnc1-c1ccncc1	-5%	-2.1%	-5%	-1%	-7%[46.1 µM]	-2%	4%	-2%
50	CCc1cc(C(=O)OC)c(NC(=O)CCC(=O)O)s1	-22%	1.7%	-1%	0%	0%[46.1 µM]	0%	7%	4%
51	O=C(COC(=O)CCSc1ccccc1)NCc1ccccc1Cl	6%	0.0%	7%	-1%	8%	6%	10%	0%
52	Cc1ccc(Cl)c2sc(N3CCN(C(=O)C4CC4)CC3)nc12	0%	1.0%	-5%	0%	/	-19%	/	/
